Screens (PubChem)
Yp Topo-I inh: inhibitors of Yersinia pestis topoisomerase I. Y. pestis Topo-I cleavage product accumulation, plate reader. activity, % at 10 µM. hit rate 0.064% among 360,000. AID 504884; in the data active = activity above about 50%, passing the limit was not always enough; inconclusive = no clear call, values can overlap the other calls; note: inactives centre near 2
PfHsp40 yeast: restores yeast growth despite PfHsp40 toxicity; S. cerevisiae expressing PfHsp40, growth rescue, ATP luminescence; growth rescue, % at 12.5 µM; hit rate 0.68% among 340,000; AID 504582; in the data active = growth rescue above about 28%, passing the limit was not always enough; inconclusive = no clear call, values can overlap the other calls;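 note: yeast W303a lacking pdr1 and pdr3 grown in galactose medium; growth measured after three days at 30 °C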
TcdB inh: inhibitors of Clostridioides difficile toxin B glycohydrolase | P18177 | TcdB glycohydrolase enzymatic assay, plate reader | inhibition, % at 9.99 µM | hit rate 0.24% among 350,000 | AID 652162; in the data active = inhibition above about 10%
Anthrax LF prot: blocks Bacillus anthracis lethal factor protease; AID 588501; inhibition, % at 10 µM; multiplex microsphere protease cleavage assay, LF; hit rate 0.12% among 360,000; P15917; note: plate controls were buffer without enzyme for full effect and enzyme alone for no effect
Target sequence (P15917 whole entry, looked up): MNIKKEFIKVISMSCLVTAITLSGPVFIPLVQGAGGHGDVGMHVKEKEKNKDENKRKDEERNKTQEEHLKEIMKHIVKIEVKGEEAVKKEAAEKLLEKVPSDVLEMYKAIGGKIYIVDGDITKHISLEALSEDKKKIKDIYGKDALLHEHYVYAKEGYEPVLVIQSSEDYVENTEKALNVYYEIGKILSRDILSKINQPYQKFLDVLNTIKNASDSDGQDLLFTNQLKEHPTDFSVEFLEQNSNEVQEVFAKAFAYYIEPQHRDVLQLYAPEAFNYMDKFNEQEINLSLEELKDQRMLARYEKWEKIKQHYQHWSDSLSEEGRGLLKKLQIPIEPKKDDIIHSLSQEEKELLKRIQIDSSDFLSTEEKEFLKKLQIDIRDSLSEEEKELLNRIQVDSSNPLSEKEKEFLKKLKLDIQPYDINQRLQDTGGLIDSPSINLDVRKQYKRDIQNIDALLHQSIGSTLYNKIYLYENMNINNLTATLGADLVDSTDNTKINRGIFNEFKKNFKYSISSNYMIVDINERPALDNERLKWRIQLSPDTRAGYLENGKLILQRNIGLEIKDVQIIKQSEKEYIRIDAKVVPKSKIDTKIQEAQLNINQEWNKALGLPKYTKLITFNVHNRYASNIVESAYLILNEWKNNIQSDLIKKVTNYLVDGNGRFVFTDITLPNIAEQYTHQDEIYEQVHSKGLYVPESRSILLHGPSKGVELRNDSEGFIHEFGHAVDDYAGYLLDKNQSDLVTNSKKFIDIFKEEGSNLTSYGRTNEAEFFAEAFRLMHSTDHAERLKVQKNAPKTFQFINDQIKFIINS
CCHFV vOTU inh: CCHFV vOTU protease inhibition. Pep-AMC fluorescence. inhibition, % at 11.5 µM. hit rate 0.55% among 370,000; in the data active = inhibition above about 30%; note: 0% = vehicle wells with enzyme and 100% = no enzyme wells
FadD28 FP inh: blocks FadD28 binding to the bisubstrate probe; fluorescence polarization; inhibition, % at 12.5 µM; hit rate 0.22% among 360,000; in the data active = inhibition above about 8.5%, passing the limit was not always enough; inconclusive = no clear call, values can overlap the other calls
BoNT F protease: inhibitors of Botulinum neurotoxin F light chain protease. Multiplex microsphere protease cleavage assay, flow cytometry. AID 588497. hit rate 0.22% among 360,000. inhibition, % at 10 µM; in the data active = inhibition above about 35%, passing the limit was not always enough; inconclusive = no clear call, values can overlap the other calls; note: plate controls were buffer without enzyme for full effect and enzyme alone for no effect
BoNT-A LC inh2: BoNT A light chain protease inhibition | multiplex microsphere protease substrate cleavage, flow cytometry | inhibition, % at 10 µM | hit rate 0.17% among 360,000 | AID 588499; note: plate controls were buffer without enzyme for full effect and enzyme alone for no effect
PrPC TRFRET: inhibitors of human cell surface prion protein PrPC; P04156; TR-FRET read-out; inhibition, % at 13.8 µM; hit rate 0.43% among 370,000; AID 720596; in the data active = inhibition above about 24%; note: 0% = median of the test wells and 100% = reference compound wells
Starred values were filed as active, the others as inactive; ? = inconclusive; . = no result given. Cut-off read from the data, not from the text of the source, unless noted: active = inhibition above about 30%; inconclusive = no clear call, values can overlap the other calls; inactive = below that.

Sequence of screens – Yp Topo-I inh | PfHsp40 yeast | TcdB inh | Anthrax LF prot | CCHFV vOTU inh | FadD28 FP inh | BoNT F protease | BoNT-A LC inh2 | PrPC TRFRET
- CN1CCN(CCCNC(=O)c2cc3c(=O)oc4ccccc4c3s2)CC1
    -5 | -0.3 | . | -6 | 5 | -2.5 | 9 | 0.3 | -1
- COC(=O)c1ccccc1N=Nc1c(N)n[nH]c1N
    -9 | -0.6 | 1.4 | -36 | -12 | -3.5 | ? | ? | -6
- CCCCN(CCCC)S(=O)(=O)c1ccc(OC)c2ncccc12
    29 | 1.1 | . | -1 | 17 | -3.9 | -20 | -0.1 | 5
- CCN(CC)CCNCC(O)(c1ccc(Cl)cc1)c1ccc(Cl)cc1
    -17 | 2.6 | -1.9 | -2 | -6 | -6.2 | -9 | -0.9 | -13
- CC(C(=O)Nc1nc(-c2ccc(F)cc2)cs1)N1C(=O)C2CC=CCC2C1=O (stereo not given)
    5 | 1.9 | -2.7 | 6 | 6 | -0.5 | -12 | -0.2 | 5
- O=C(c1ccc2c(c1)OCO2)N1CCC2(CC1)Oc1ccc(Cl)cc1C(=O)C21CC(c2ccccc2)=NO1 (stereo not given)
    10 | 1.4 | -1.9 | -2 | 1 | -0.7 | -4 | -0.3 | -3
- COc1cccc(C(=O)c2ncc(C(F)(F)F)cc2Cl)c1
    1 | -0.8 | 0.5 | -1 | -3 | -2.2 | 1 | -0.4 | -4
- Cc1nn(CC(=O)NCc2cccnc2)c(C)c1[N+](=O)[O-]
    8 | 3.1 | 0.9 | 7 | 2 | -1.9 | -6 | -0.1 | -6
- COC(=O)c1ccc(C(=O)OC)c(NC(=O)COC(=O)C2CCC(C(C)(C)C)CC2)c1 (stereo not given)
    8 | 0.1 | . | -11 | 1 | -0.5 | 0 | 0.7 | -2
- CC(C)CN(C(=O)CSc1nc2ccccc2c(=O)[nH]1)c1c(N)n(CC(C)C)c(=O)[nH]c1=O
    -10 | -1.6 | 1.4 | -6 | 0 | 0.6 | -5 | -0.4 | -2
- COc1ccc(C2C(C(=O)c3cccs3)=C(O)C(=O)N2Cc2cccnc2)cc1OC (stereo not given)
    13 | 0.2 | 0.1 | -3 | -2 | -0.4 | -8 | -1.6 | -1
- CC(=O)N(c1nc(/C=C\C(=O)O)cs1)c1ccccc1F
    7 | 1.6 | 0.5 | -3 | -1 | -0.2 | -5 | 0.3 | -4
- O=C(CCCOc1ccccc1)Nc1cccc(S(=O)(=O)N2CCCCCC2)c1
    0 | 1.0 | -9.9 | 5 | 8 | -0.9 | -5 | -0.4 | 9
- Cc1ccc(CN(C)C(=O)c2cccc(S(=O)(=O)N3CCCC3)c2)o1
    10 | -0.1 | 0.5 | -6 | -11 | -0.9 | 0 | -0.6 | -3
- Cc1c(Br)cccc1NC(=O)C1(C)CCN1Cc1ccccc1OC(F)F (stereo not given)
    22 | . | -1.4 | -2 | 21 | -2.7 | 4 | -0.3 | 5
- O=C(c1cc([N+](=O)[O-])[nH]n1)N1CCSCC1
    -11 | 0.1 | 0.3 | 6 | -4 | 0.6 | 36* | -3.0 | -3
- CCOc1cc2c(cc1OC)C(c1cccc([N+](=O)[O-])c1)NCC2 (stereo not given)
    2 | -0.1 | -1.6 | 0 | -5 | 0.2 | 4 | -0.2 | -1
- CCOC(=O)CCCc1sc(N)nc1-c1[nH]c(=O)[nH]c1C
    6 | -0.8 | . | 4 | . | 1.5 | 24 | 3.2 | .
- COc1ccccc1/C=C1\C(=O)Nc2ccccc21
    14 | -1.0 | 3.7 | 3 | -4 | -7.0 | -3 | -0.8 | 13
- Cc1ccc(CN(C)C(=O)c2ccc(S(=O)(=O)N3CCCCCC3)cc2)o1
    31 | -0.3 | 1.1 | 5 | 4 | -1.7 | 1 | 1.6 | 0

Structural class, the entries above containing a nitro group on carbon.
Sequence of screens – Yp Topo-I inh | PfHsp40 yeast | TcdB inh | Anthrax LF prot | CCHFV vOTU inh | FadD28 FP inh | BoNT F protease | BoNT-A LC inh2 | PrPC TRFRET
- Cc1nn(CC(=O)NCc2cccnc2)c(C)c1[N+](=O)[O-]
    8 | 3.1 | 0.9 | 7 | 2 | -1.9 | -6 | -0.1 | -6
- O=C(c1cc([N+](=O)[O-])[nH]n1)N1CCSCC1
    -11 | 0.1 | 0.3 | 6 | -4 | 0.6 | 36* | -3.0 | -3
- CCOc1cc2c(cc1OC)C(c1cccc([N+](=O)[O-])c1)NCC2 (stereo not given)
    2 | -0.1 | -1.6 | 0 | -5 | 0.2 | 4 | -0.2 | -1

Continuation:
Sequence of screens – Yp Topo-I inh | PfHsp40 yeast | TcdB inh | Anthrax LF prot | CCHFV vOTU inh | FadD28 FP inh | BoNT F protease | BoNT-A LC inh2 | PrPC TRFRET
- COc1ccc(-c2csc(C3=C(O)CN(C(C)C)C3=N)n2)cc1OC
    -6 | 0.9 | 0.7 | -4 | 16 | -0.1 | -6 | -0.8 | -10
- COC1CCCN(Cc2nc(Cc3ccccc3F)no2)C1 (stereo not given)
    2 | -0.1 | 0.6 | -2 | 6 | -1.8 | -2 | -1.0 | 2
- CCCS(=O)(=O)N1CCCC(C(=O)NCCN2CCC(Cc3ccccc3)CC2)C1 (stereo not given)
    11 | 0.4 | . | 2 | -4 | -3.3 | 4 | -0.2 | 1
- COc1ccc(-c2occ(C(=O)O)c2C(=O)O)cc1
    1 | ? | . | -4 | 12 | -1.4 | -3 | -0.1 | 7
- CC(C)CC(C(=O)Oc1ccc2c3c(c(=O)oc2c1)CCC3)N1C(=O)c2ccccc2C1=O (stereo not given)
    -2 | -0.3 | . | -3 | -36 | 0.8 | -6 | -0.4 | -3
- COc1cc2c(c(OC)c1OC)-c1ccc(O)cc1[C@@H](NC(C)=O)CC2
    4 | -0.4 | 0.1 | 3 | 11 | -0.7 | -8 | -0.5 | 10
- CCCNC(=O)N1CCC2(CC1)OCCO2
    1 | 0.8 | 0.3 | 2 | 9 | -1.2 | -6 | 0.0 | -2
- O=C(c1cc(C2CC2)nn1-c1ccccc1)N1CCN(c2ccccn2)CC1
    11 | -0.6 | 1.4 | -2 | -2 | 0.0 | 15 | 6.4 | 0
- COc1cc(OC)c(C(=O)CCCN2CCCC2)c(OC)c1
    1 | -0.6 | 0.3 | -17 | -3 | -1.0 | -9 | 0.2 | -1
- CCOC(=O)CC(=O)NC(CC(=O)OC)c1ccc(C(C)C)cc1 (stereo not given)
    0 | 0.6 | 0.7 | -2 | -17 | -0.2 | 1 | -0.4 | 7
- Cc1ccc(O)c(-c2cc(C(=O)Nc3cccnc3)[nH]n2)c1
    -2 | -1.4 | 0.9 | 4 | 0 | -0.9 | -10 | -0.8 | 8
- OCCN(CCO)c1ccc2ccccc2c1
    1 | -0.7 | 3.1 | 2 | -68 | 0.2 | -2 | -0.3 | 5
- Cc1cccc(-c2sc(Nc3ccccc3)n[n+]2-c2ccccc2)c1
    5 | 1.6 | 0.1 | 7 | -3 | -3.1 | -1 | -0.4 | 5
- CSc1ncccc1C(=O)Nc1ccccc1N1CCOCC1
    -8 | 2.4 | 1.5 | 0 | -11 | . | -4 | -0.6 | -2
- CC1(C)Cc2nc(N3CCOCC3)c(C#N)cc2CO1
    -6 | 0.5 | . | 0 | -42 | -3.8 | -5 | 0.0 | -14
- CC(C)(C)c1ccc(/C=N/NC(=O)CN2CCS(=O)(=O)CC2)cc1
    -2 | -0.5 | 1.5 | 1 | -8 | -2.3 | -2 | 0.2 | -6
- O=C(O)CC12CC3CC(C1)CC(n1ncc(NCc4ccco4)c(Cl)c1=O)(C3)C2
    -6 | -0.2 | -0.6 | 2 | -11 | -3.2 | -3 | 0.2 | -7
- CC(=O)Nc1ccc(S(=O)(=O)N(C)CC(=O)N/N=C/c2cccs2)cc1
    -1 | -0.2 | 0.5 | 4 | 16 | -1.9 | 16 | -2.4 | 3
- CCOc1ccc(/C=C(/NC(=O)c2ccccc2Cl)C(=O)O)cc1
    7 | 1.7 | 0.6 | 0 | 9 | -0.7 | -1 | -0.5 | -4
- CC(NC(=O)c1ccccc1NC(=O)c1ccccc1)C(=O)N1CCOCC1 (stereo not given)
    -6 | 0.4 | -0.1 | 0 | 5 | -4.4 | -4 | 0.0 | -10

Random excerpt: 2 records from the list, in no set order.
Sequence of screens – Yp Topo-I inh | PfHsp40 yeast | TcdB inh | Anthrax LF prot | CCHFV vOTU inh | FadD28 FP inh | BoNT F protease | BoNT-A LC inh2 | PrPC TRFRET
- COc1ccc(-c2csc(C3=C(O)CN(C(C)C)C3=N)n2)cc1OC
    -6 | 0.9 | 0.7 | -4 | 16 | -0.1 | -6 | -0.8 | -10
- COC1CCCN(Cc2nc(Cc3ccccc3F)no2)C1 (stereo not given)
    2 | -0.1 | 0.6 | -2 | 6 | -1.8 | -2 | -1.0 | 2

Next part
Sequence of screens – Yp Topo-I inh | PfHsp40 yeast | TcdB inh | Anthrax LF prot | CCHFV vOTU inh | FadD28 FP inh | BoNT F protease | BoNT-A LC inh2 | PrPC TRFRET
- Cc1cc(C)n(-c2nc3ccccc3c(=O)n2OCC#N)n1
    5 | -1.4 | 0.4 | -12 | 1 | -1.0 | -11 | -5.0 | 21
- O=C1C(=O)N(CC2CCCO2)C(c2ccco2)/C1=C(/O)c1ccc(F)cc1 (stereo not given)
    -1 | 0.3 | 6.2 | -2 | -12 | -4.1 | 4 | 0.1 | -10
- COc1ccc(CNC(=O)C2CCN(C(=O)c3ccccc3)CC2)cc1
    1 | 0.2 | 1.7 | -5 | 5 | -4.8 | -9 | -1.1 | 6
- CCSS(=O)(=O)c1cccc2cccnc12
    -8 | 0.0 | -0.8 | . | -1 | -3.9 | . | . | -5
- CC1CCCN(C(=O)CSc2nnc(-c3cccnc3)n2C2CCCCC2)C1 (stereo not given)
    -1 | -0.3 | . | 1 | 3 | 3.0 | -2 | 0.1 | 5
- COc1cc(/C=N/N=C2/C(=O)Nc3ccccc32)ccc1O
    -6 | -1.0 | . | -2 | 18 | -3.1 | -2 | -0.2 | -13
- S=C(NCC(c1cccnc1)N1CCOCC1)NC1CCCCC1 (stereo not given)
    2 | 1.1 | 1.3 | -3 | 6 | -2.6 | 3 | -0.9 | 3
- FC(F)(F)c1nnc2c(Sc3ccccc3)nc3ccccc3n12
    1 | 0.1 | . | -5 | 5 | -3.6 | 2 | 1.1 | -1
- NS(=O)(=O)c1ccc(NC(=O)CSc2cn[nH]n2)cc1
    -7 | 0.9 | 0.5 | 0 | -4 | 1.8 | 0 | 0.0 | 2
- O=C(CCN1CCCC1Cc1ccccc1)c1ccc2c(c1)OCCO2 (stereo not given)
    6 | 0.8 | . | . | -1 | 2.8 | . | . | -3
- COc1cc2c3nnc(-c4ccc(F)cc4)c-3cn(Cc3ccccc3F)c2cc1OC
    -5 | -0.8 | -0.1 | -10 | -19 | -1.6 | -42 | -1.3 | -5
- COC(=O)C(NC(C)=O)(Nc1ccc(Br)cn1)C(F)(F)F (stereo not given)
    -1 | 0.2 | . | -4 | -6 | -3.3 | 2 | -0.4 | -2
- C/C(=N\N(C)C)c1ccc(OCCOc2ccc([N+](=O)[O-])cc2)cc1
    11 | 4.0 | 2.2 | -1 | 5 | 0.7 | -15 | -2.1 | -2
- CCOc1ccc2nc(NC(=O)CSc3nc4cccnc4n3C)sc2c1
    4 | -0.5 | 1.1 | 0 | 17 | -3.0 | -12 | 0.4 | 2
- COc1cc(CNc2ccc(C(=O)O)cc2)cc(Br)c1OCC(=O)NC(C)(C)C
    5 | 0.0 | . | -3 | -11 | 0.1 | -12 | -0.7 | 0
- COc1ccc(NC(=O)c2cccc(S(=O)(=O)N3CCc4ccccc43)c2)cn1
    1 | -0.2 | -0.9 | -6 | -2 | -2.9 | -6 | -1.1 | 6
- COc1ccc(N(Cc2ccccc2)S(=O)(=O)c2ccc(C)cc2)cc1
    31 | -0.4 | 0.6 | -4 | -2 | -4.6 | -4 | -0.2 | -7
- O=C(O)c1cc(-c2ccco2)nn1-c1ccc(Cl)cc1
    5 | 1.9 | 0.4 | -1 | -13 | 5.3 | -3 | 0.1 | 6
- COc1ccc(Nc2ncnc3ccccc23)cc1
    3 | 1.3 | . | 0 | 12 | -2.9 | -4 | 0.0 | 6
- COc1ccc(CCNC(=O)CSc2nnc(Cc3csc(N)n3)n2C)cc1OC
    -6 | -0.4 | . | -5 | 5 | -2.3 | -12 | 0.3 | -6
- Nc1nc(SCC(=O)c2ccc(Oc3ccccc3)cc2)n[nH]1
    6 | -0.7 | . | -2 | 0 | -0.7 | -1 | -0.9 | 1
